West Nile virus CPE: West Nile virus antiviral activity, cell-based, CPE readout (AID 1621). West Nile virus-infected cells, CPE inhibition; higher % means a stronger effect. CPE inhibition, % at 10 µM; hits with a dose series show IC50 in µM. 290,000 tested, 0.02% active; in the data active = a potency from the dose series; inconclusive = CPE inhibition mostly from about 3.7% at the one dose, without a potency; inactive = the rest, 99 in 100 with CPE inhibition below about 2.2%; note: strong numbers were not always called active
RSV CPE inhibition: inhibition of RSV-induced cytopathic effect – HEp-2 cells, primary 10 µM value included (AID 2391). HEp-2 cells, RSV-induced CPE inhibition; higher % means a stronger effect. CPE inhibition, % at 10 µM; hits with a dose series show IC50 in µM. 310,000 tested, 0.13% active; in the data active = a potency from the dose series; inconclusive = CPE inhibition mostly from about 23% at the one dose, without a potency; inactive = the rest, 99 in 100 with CPE inhibition below about 21%; note: strong numbers were not always called active
UTI89 phage lysis: inhibition of K1F phage lysis, E. coli UTI89, bacterial capsule biogenesis inhibitors, alamar blue (AID 488966) | 340,000 tested, 0.02% active | inhibition, % at 100 µM; hits with a dose series show IC50 in µM | E. coli UTI89 K1F phage lysis, alamar blue, 2 h; higher % means a stronger effect;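 active = phage lysis inhibition, versus mean bacterial control, above a set limit; inconclusive = no clear call, values can overlap the other calls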;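 note: capsule biogenesis inhibitors block K1F phage lysis so surviving cells raise fluorescence; higher fluorescence means more inhibition of phage lysis; actives were called in the ten point dose series up to 300 µM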
NTR1 agonist: agonists of NTR1, primary screen, imaging, U2OS cells, beta-arrestin-GFP, high content (AID 493036). activation, % at 20 µM. P30989. NTR1-U2OS beta-arrestin-GFP spot imaging, agonist mode. 330,000 tested, 0.17% active;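 active = activation at or above 40% of the spot to cytoplasm intensity ratio, with at least 20 cells analyzed; inconclusive = wells under 20 cells, flagged as cytotoxic or low count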;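 note: 0% = DMSO without peptide and 100% = 100 nM NTR1 peptide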
Target sequence (P30989 whole entry, looked up): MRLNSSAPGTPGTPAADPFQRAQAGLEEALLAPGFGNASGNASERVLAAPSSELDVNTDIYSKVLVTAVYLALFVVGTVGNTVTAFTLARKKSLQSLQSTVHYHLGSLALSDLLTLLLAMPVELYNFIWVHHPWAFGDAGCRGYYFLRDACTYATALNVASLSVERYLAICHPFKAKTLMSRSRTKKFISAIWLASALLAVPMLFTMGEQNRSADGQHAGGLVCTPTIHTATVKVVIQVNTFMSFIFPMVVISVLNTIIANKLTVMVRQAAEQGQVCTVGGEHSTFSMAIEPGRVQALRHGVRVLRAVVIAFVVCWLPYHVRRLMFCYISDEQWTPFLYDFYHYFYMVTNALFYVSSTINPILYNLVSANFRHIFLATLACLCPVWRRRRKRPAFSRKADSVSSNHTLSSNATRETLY
SIAH1 antagonists: blockers of Siah-1 interaction with plectin peptide – biochemical, fluorescence polarization, rhodamine-plectin, uHTS, primary screen (AID 1817); Siah-1 / rhodamine-plectin peptide fluorescence polarization; higher % means a stronger effect; displacement, % at 20 µM, or IC50 in µM where a hit was titrated; 290,000 tested, 0.02% active;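 active = displacement of at least 50% at 20 µM, with a fluorescence ratio check between 0.3 and a set limit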;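 note: plate controls were Siah plus tracer with DMSO for no effect and tracer alone without Siah for full effect; strong numbers were not always called active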
NS5 inhibitors: Dengue-2 NS5 methyltransferase inhibitors, primary screen, biochemical, confirmation dose response (AID 588689); Dengue-2 NS5 methyltransferase capping enzyme assay, biochemical; higher % means a stronger effect; 340,000 tested, 0.3% active; inhibition, % at 25 µM; hits with a dose series show IC50 in µM; in the data active = a potency from the dose series; inconclusive = inhibition above about 29% without an active follow-up result
AID2073: inhibitors of Mint1-CaV2.2 protein interaction, biochemical, HTRF (AID 2073); 290,000 tested, 0.19% active; HTRF protein-protein interaction, Mint1-CaV2.2; higher % means a stronger effect; inhibition, % at 20 µM, or IC50 in µM where a hit was titrated; in the data active = inhibition mostly above about 51%, no sharp cut-off; inconclusive = no clear call, values can overlap the other calls; inactive = mostly below about 53%; note: some results filed as inactive read as strong as hits
Large T inhibition: TAg ATPase/helicase activity blockers – biochemical (AID 1903); SV40 large T antigen ATPase/helicase inhibition assay; higher % means a stronger effect; one-dose inhibition, % at 20 µM; IC50 in µM for titrated hits; 310,000 tested, 0.39% active; in the data active = a potency from the dose series; inconclusive = inhibition mostly from about 32% at the one dose, without a potency; inactive = the rest, 99 in 100 with inhibition below about 32%; note: strong numbers were not always called active
MgcRacGAP inhibition: MgcRacGAP GTPase-activating activity inhibitors, confirmation, biochemical, ADP Hunter fluorescence; MgcRacGAP-stimulated Rac1 GTP hydrolysis, ADP Hunter fluorescence; higher % means a stronger effect; GST-tagged Rac1 F28L mutant substrate; inhibition, % at 30 µM; hits with a dose series show IC50 in µM; 340,000 tested, 0.6% active; AID 624330;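 active = first-screen hits whose inhibition reached a set limit at any dose in the follow-up dose series; inconclusive = inhibition above the set first-screen limit but never retested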;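 note: fluorescence reports GDP produced by GAP-driven GTP hydrolysis; strong numbers were not always called active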
NTR1 agonist cell count 20 µM: recorded beside NTR1 agonist, whose call it bears; cell count; measured here: cell count, cytotoxicity flag
NS5 inhibitors pilot replicate: recorded beside NS5 inhibitors, whose call it bears; inhibition, %; measured here: pilot screen replicate inhibition
* hit, by the source's call; i = inactive; ? = inconclusive; . = no result given; & = joins results of further samples; [ ] = another dose, or the depositor's remark.

SMILES | West Nile virus CPE | RSV CPE inhibition | UTI89 phage lysis | NTR1 agonist | NTR1 agonist cell count 20 µM | SIAH1 antagonists | NS5 inhibitors | AID2073 | Large T inhibition | MgcRacGAP inhibition | others
CCN1CCN(c2nc(C)c3c(n2)CC(C)CC3=O)CC1 (stereo unspecified) | 1.4% | -1.6% | 4.5% | 1.5 | 66 | -2% | 7% | 0% | . | 2%
CC1CCCC(C)N1CC(O)COC1CCC(C(C)(C)C)CC1 (stereo unspecified) | 0.3% | -0.7% | 1.3% | 1.4 | 43 | 0% | . | 1% | 15% | 8%
CCCn1c(NC(=O)CN2C(=O)NC3(CCCC3)C2=O)nc2ccccc21 | . | 3.3% | -0.1%[50 µM] | -1.3 | 51 | . | 2% | . | 16% | -11%
COc1ccc([C@H]2CC(=O)C=C(c3ccc(C(F)(F)F)c(C(F)(F)F)c3)C2)cc1OC | . | -1.3% | -1.7% | 2.0 | 60 | . | -4% | . | . | -4%
CC(Sc1nnnn1-c1cccc(F)c1)C(=O)NC1CCCC1 (stereo unspecified) | . | 2.5% | 0.2%[50 µM] | 3.5 | 59 | . | -1% | . | . | 3%
CCOC(=O)C1CCN(Cc2ccc(F)c(F)c2)CC1 | 0.0% | 2.0% | 2.7% | -0.3 | 51 | 0% | 0% | 34% | 9% | 13%
COc1ccccc1CNC(=O)CCc1nc2ccccc2c(=O)[nH]1 | 0.0% | -0.1% | 1.4% | 0.2 | 38 | -3% | 2% | -4% | -1% | 10%
CC1CCN(S(=O)(=O)c2ccc(C(=O)N3CCOCC3)cc2)CC1 | -0.6% | 0.4% | 2.0%[50 µM] | -0.5 | 66 | 3% | -5% | -1% | 14% | 1%
O=C(O)c1cc(-c2ccc(Cl)s2)nc2ccccc12 | 0.0% | 6.5% | 0.1% | 2.1 | 49 | 0% | -1% | 23% | 6% | 4%
Cc1cc(C)nc(OC(C(=O)O)C(OCCC(C)C)(c2ccccc2)c2ccccc2)n1 (stereo unspecified) | 0.5% | 1.1% | 0.1% | 0.7 | 64 | 2% | 4% | ? | 1% | 1% | NS5 inhibitors pilot replicate=-0.9
CCCCn1c(NC(=O)c2ccco2)c(S(=O)(=O)c2ccc(C)cc2)c2nc3ccccc3nc21 | -0.7% | . | 0.0% | . | . | i | -64% | 20% | 12% | 7%
COc1ccc(N(Cc2nnc3n2CCCCC3)C(=O)Nc2ccccc2)cc1 | -0.7% | 2.9% | 0.7% | -1.3 | 52 | 0% | 0% | -17% | 22% | 3%
Cc1ccc(CNS(=O)(=O)c2c(C(=O)N3CCCCCC3)c(C)n(C)c2C)cc1 | -0.5% | 0.1% | 0.1% | 1.3 | 77 | -2% | -2% | -2% | 3% | 8%
Cn1c(=O)[nH]c(=O)c2c1nc(N1CCCCC1)n2CC(O)COc1ccccc1 (stereo unspecified) | -0.4% | 0.1% | 0.3% | 0.0 | 65 | 6% | -5% | 9% | 15% | 8%
CC1CCCN(c2nc3c(c(=O)n(C)c(=O)n3C)n2Cc2ccccc2)C1 (stereo unspecified) | -1.1% | 0.5% | -0.2% | 4.3 | 80 | 1% | -5% | -1% | . | 3%
C=CC(=O)NC(C)(C)Cc1ccccc1 | 0.2% | 0.9% | 0.5% | -1.2 | 86 | 3% | -3% | -4% | 8% | 3%
CCCn1c(C(C)NC(=O)c2ccccc2)n[nH]c1=S (stereo unspecified) | 0.2% | 1.6% | 0.4% | -0.2 | 55 | -1% | -4% | -13% | 17% | 7%
CCOc1ncccc1C(=O)NCc1ccccc1F | -0.1% | -0.9% | 0.4% | 0.5 | 60 | 2% | -4% | -2% | 7% | 9%
COc1ccc(CNC(=O)c2ccc(Cn3cc(Cl)cn3)o2)cc1 | 0.1% | 0.7% | 0.1% | -1.7 | 56 | -1% | -10% | 6% | 7% | 8%
CCN1CCN(c2ccc(S(=O)(=O)N3CCCCC3)cc2NC(=O)CC(NC(C)=O)c2ccccc2)CC1 (stereo unspecified) | . | -1.2% | 1.4%[50 µM] | -1.1 | 70 | . | -3% | . | 16% | 6%
Cc1coc2cc3oc(=O)c(CCC(=O)NCCN4CCOCC4)c(C)c3cc12 | -1.9% | 3.5% | 0.6% | -3.5 | 89 | 1% | 1% | 12% | 16% | 2%
O=C(COc1ccc(Cl)cc1)N1CCN(Cc2ccc3c(c2)OCO3)CC1 | -1.3% | 16%&11% | 3.7%&0.0% | 0.7&-1.1 | 69&44 | 3% | 4%&-4% | 12% | 24%&-8% | 3%&4%
C/C(=N/NC(=O)c1ccc(Cl)s1)c1cccnc1 | 0.3% | 2.1% | -1.1%[50 µM] | 0.1 | 52 | -5% | -3% | 1% | -15% | 7%
COc1ccc([C@@H]2[C@@H]3C(=O)N(C(C)(C)C)C(=O)[C@@H]3[C@]3(Cc4ccccc4)C(=O)N(c4cccc(F)c4)C(=O)N23)cc1 | . | 8.6% | -0.4% | 1.5 | 85 | . | -13% | . | 9% | 2%
COc1ccc(NC(=O)Nc2ccc3c(c2)CC(=O)N([C@H](C)CO)C[C@@H](C)[C@H](CN(C)C(=O)Nc2ccccc2)O3)cc1 | . | . | 1.5% | -2.3 | 80 | . | -46% | . | . | 6%

The results go on:
SMILES | West Nile virus CPE | RSV CPE inhibition | UTI89 phage lysis | NTR1 agonist | NTR1 agonist cell count 20 µM | SIAH1 antagonists | NS5 inhibitors | AID2073 | Large T inhibition | MgcRacGAP inhibition | others
CSCc1c(C(=O)Nc2ccc(N3CCOCC3)cc2)oc2ccccc12 | 0.3% | 3.5% | -0.1% | 0.8 | 61 | -2% | -4% | 1% | 7% | 4%
CCOC(=O)CSc1nc(-c2ccccc2)nc2ccc(C)cc12 | 0.0% | 4.7% | 0.8% | 5.1 | 39 | -9% | 8% | -16% | 5% | 7%
O=C(Nc1ccnn1C1CCN(C2CCC2)CC1)c1ccccc1 | -0.6% | 2.3% | 0.0% | -0.2 | 63 | -2% | -7% | 5% | 9% | 8%
COC(=O)CCC(=O)N1CCCC(N2CCN(c3cccc(C(F)(F)F)c3)CC2)C1 (stereo unspecified) | -0.7% | 0.0% | -0.1% | 2.9 | 45 | 2% | -3% | 18% | 27% | 6% | NS5 inhibitors pilot replicate=-3.7
COCCCNC(=O)c1ccc(Cn2c(=O)c3ccccc3n(Cc3cc(C)ccc3C)c2=O)cc1 | 0.3% | 1.9% | -0.4% | 1.5 | 88 | 2% | -5% | 8% | 10% | 7%
CCCC(C(=O)NC1CCCC1)N(CC1CCCO1)C(=O)c1snc(C(N)=O)c1N (stereo unspecified) | -1.0% | -1.8% | -0.5% | -0.9 | 72 | 0% | -10% | 2% | 3% | 12%
Cc1nn(C)c(N)c1C(O)(c1nccn1C)C(F)(F)F (stereo unspecified) | . | 1.0% | 2.7% | -0.2 | 54 | 1% | -2% | -3% | 11% | 6%
O=C(Nc1sccc1C(=O)N1CCOCC1)c1cccnc1 | 0.6% | 1.3% | 2.4% | -0.9 | 67 | 0% | -10% | 8% | 1% | 12%
Cc1ccc2[nH]c(=O)cc(C(=O)OCC(=O)c3ccccc3)c2c1 | -0.5% | 5.0% | 1.3% | 1.2 | 61 | 13% | 1% | 5% | -3% | 5%
CCCc1c(C)[nH]c2ccc(NC(C)=O)cc2c1=O | 0.4% | -1.0% | -0.4% | -0.1 | 45 | -1% | -1% | 4% | 19% | -2%
COCCN1C(=O)C(O)=C(C(C)=O)C1c1ccc(F)cc1 (stereo unspecified) | 0.8% | 0.8% | 0.7% | -0.6 | 49 | -4% | -3% | 3% | 4% | 8%
O=C(Nc1nncs1)C12CC3CC(CC(C3)C1)C2 | 0.0% | 4.4% | 0.0% | 0.1 | 103 | 1% | -1% | 9% | 1% | 9%
CN1CCN(CCC(=O)N/N=C/c2cc3c(cc2[N+](=O)[O-])OCO3)CC1 | -0.3% | -0.1% | -0.3% | -0.3 | 61 | 6% | -6% | -8% | 4% | 8%
COc1ccccc1OCc1ccc(C(=O)NC(C)c2ccccc2)o1 (stereo unspecified) | -0.9% | 4.1% | 0.2% | 1.3 | 92 | 4% | -13% | -5% | 5% | 2%
O=C(CCn1nc(-c2ccccc2)c2ccccc2c1=O)NCC1CCCO1 (stereo unspecified) | . | 2.0% | -0.1% | -1.3 | 91 | -1% | -5% | 10% | 1% | 6%
COc1cc(C(=O)OC(C)C(=O)NC2CCCCC2C)c([N+](=O)[O-])cc1OC (stereo unspecified) | . | -1.8% | -0.7%[50 µM] | 0.0 | 43 | . | -3% | . | 3% | -5%
COc1ccc(NC(=S)NCc2ccc(F)cc2)c(OC)c1 | -1.2% | 0.0% | 0.2% | 1.0 | 76 | -3% | -7% | 2% | 5% | 12%
CCN(CC)CCNC(=O)/C(=C\c1cccn1C)NC(=O)c1cccs1 | 0.8% | 1.0% | 2.2%[50 µM] | . | . | -2% | -2% | 0% | 12% | 10%
O=C(COc1ncnc2c(Cl)cc(Cl)cc12)N1CCCCC1 | -0.7% | -1.9% | 0.2% | 1.2 | 69 | 4% | -4% | -3% | 15% | 7%
O=C(CNC(=O)c1ccc(Cl)cc1)Nc1ccccc1C(F)(F)F | 0.1% | 1.3% | -0.1% | 2.4 | 90 | 12% | -9% | -4% | 10% | 11%
CCCCC(NC(=O)Cc1c(C)c2cc3c4c(oc3c(C)c2oc1=O)CCCC4)C(=O)O (stereo unspecified) | 0.5% | 6.8% | -0.3% | 3.2 | 96 | 10% | 16% | 16% | 8% | 9%
N#C/C(=C(/O)c1ccc2c(c1)OCO2)c1nc2cc(C(F)(F)F)ccc2s1 | 2.0% | 18% | 0.6% | 9.7 | 56 | -5% | 9% | 25% | 7% | 14%
COc1ccc(NC(=S)N(CCO)Cc2ccccc2)cc1 | -1.0% | 1.1% | 0.1% | 2.5 | 66 | 16% | -3% | -11% | 10% | 4%
Cc1onc(-c2ccccc2)c1C(=O)N1CCCCCC1 | -0.1% | 0.9% | 0.1% | -0.6 | 39 | 2% | 0% | 10% | 16% | 6%
CCCn1c(N)c(N(CCOC)C(=O)COC(=O)c2ccccc2NCCO)c(=O)[nH]c1=O | . | 0.0% | 0.2%[50 µM] | 0.1 | 48 | . | 1% | . | 31% | 1%
C[C@H](NC(=O)c1nc[nH]c1C(=O)N[C@@H](C)c1ccccc1)c1ccccc1 | . | 4.7% | 1.5% | 16 | 62 | . | -5% | . | . | 9%
CCOC(=O)C1CCCN(c2c(NCCCN(C)Cc3ccccc3)c(=O)c2=O)C1 (stereo unspecified) | 0.1% | 0.8% | 2.3% | 2.0 | 70 | -5% | 2% | 0% | 0% | 6%
